APJ antag: antagonists of human APJ apelin receptor. P35414. CHO-K1 APJ beta-arrestin complementation, luminescence. inhibition, % at 20 µM. 0.32% of 330,000 active;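 active means inhibition above about 40% at 20 µM, limit read from the data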;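 further: cells challenged with 10 nM apelin-13 agonist together with compound; plate controls were apelin-13 plus DMSO wells for no effect and DMSO wells lacking apelin-13 for full effect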
Target sequence (P35414 whole entry, looked up): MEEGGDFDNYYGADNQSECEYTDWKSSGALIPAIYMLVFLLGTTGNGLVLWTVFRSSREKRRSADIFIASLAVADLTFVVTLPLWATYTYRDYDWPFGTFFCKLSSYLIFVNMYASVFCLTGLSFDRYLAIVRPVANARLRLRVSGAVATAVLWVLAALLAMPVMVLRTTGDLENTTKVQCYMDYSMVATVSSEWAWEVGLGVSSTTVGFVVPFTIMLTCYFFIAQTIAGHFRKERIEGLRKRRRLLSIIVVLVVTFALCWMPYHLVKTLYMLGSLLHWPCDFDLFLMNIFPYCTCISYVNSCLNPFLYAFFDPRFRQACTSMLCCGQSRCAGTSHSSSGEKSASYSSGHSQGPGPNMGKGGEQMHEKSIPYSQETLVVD
TIM10 inh: inhibits growth of TIM10 yeast strain; S. cerevisiae TIM10 strain growth, BacTiter-Glo luminescence, 24 h; inhibition, % at 10 µM; 1.4% of 330,000 active; AID 463195;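 active means inhibition of 40% or more at the single tested concentration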;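 further: wild-type TIM10 isogenic control strain grown at permissive 25 °C; 0% = DMSO yeast wells and 100% = minimal medium wells without yeast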
APJ agonist: APJ receptor agonism. P35414. CHO-K1 APJ PathHunter beta-arrestin, luminescence; 0% DMSO wells, 100% apelin. activation, % at 20 µM. 0.11% of 330,000 active. AID 2520;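 active means activation more than six SD over the plate average, tested at 20 µM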;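 further: 0% = DMSO alone and 100% = apelin-13 at 10 nM; some results filed as inactive read as strong as hits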
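Assay system – PathHunter CHO-K1 APJ (AGTRL-1) beta-arrestin reporter cells · Compound – one dose, 20 µM compound, 1% DMSO · Timing – compound 90 min 25 °C, reagent 1 h · Measured by – luminescence from split beta-galactosidase complementation, Galacton Star/Emerald II substrate · Measure – beta-arrestin recruitment to APJ as agonist activity, luminescent signal · Benchmarks – DMSO vs Apelin-13 10 nM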
UPR CHOP act: apoptotic UPR (CHOP) activation; CHO-CHOP luciferase reporter, luminescence; percent of tunicamycin response over DMSO baseline; activation, % at 10 µM; 0.34% of 330,000 active; AID 449763;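 active means at 10 µM dose, activation of 40% or more, normalized to positive control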;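 further: 100% = tunicamycin at 10 µg/mL and 0% = DMSO alone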
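Assay system: CHO cells with stable CHOP pathway luciferase reporter; Buffer or medium: F12 plus 10% serum; Times: 16-18 h cell attachment, then 6 h compound exposure, 37 °C; Signal: luciferase luminescence; Read-out basis: percent activation relative to tunicamycin control; Control set: tunicamycin high control, DMSO low control.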
Mdm2 MdmX PPI: inhibitors of human Mdm2/MdmX interaction; SaOS-2 split-luciferase Mdm2/MdmX complementation, luminescence; inhibition, % at 8 µM; 3% of 330,000 active; AID 485346;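 active means inhibition of at least 50% at 8 µM in the primary screen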
tim23-1 inh: growth inhibitors of tim23-1 mutant yeast | S. cerevisiae tim23-1 growth, BacTiter-Glo luminescence, 24 h | inhibition, % at 20 µM | 1.3% of 330,000 active | AID 463212;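 active means growth inhibition of the mutant yeast at or above 50%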;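 further: temperature-sensitive mutant grown at 25 °C; plate controls were DMSO-treated mutant yeast for no effect and medium wells lacking yeast for full effect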
CXCR6 block: CXCR6 (human) receptor inhibition | O00574 | CHO-K1 PathHunter CXCR6 beta-arrestin, luminescence | inhibition, % at 20 µM | 0.36% of 360,000 active; in the data active means inhibition above about 34%, passing the limit was not always enough;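 further: antagonist mode with CXCL16 agonist at 10 nM final; 0% = 10 nM CXCL16 with DMSO and 100% = unstimulated wells without agonist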
Target sequence (O00574 whole entry, looked up): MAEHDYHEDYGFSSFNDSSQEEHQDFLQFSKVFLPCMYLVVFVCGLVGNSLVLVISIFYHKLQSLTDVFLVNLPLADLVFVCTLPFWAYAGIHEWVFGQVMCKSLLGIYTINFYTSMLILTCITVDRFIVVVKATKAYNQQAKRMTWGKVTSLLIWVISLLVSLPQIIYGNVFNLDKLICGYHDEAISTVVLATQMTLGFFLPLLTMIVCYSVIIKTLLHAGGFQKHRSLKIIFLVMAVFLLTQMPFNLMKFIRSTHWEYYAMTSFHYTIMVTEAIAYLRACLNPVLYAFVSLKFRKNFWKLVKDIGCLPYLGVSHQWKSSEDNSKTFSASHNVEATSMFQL
tim10-1 inh: tim10-1 yeast growth inhibition; AID 463190; 2.2% of 330,000 active; S. cerevisiae tim10-1 ts strain growth, BacTiter-Glo, 24 h; inhibition, % at 20 µM;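 active means inhibition of at least 40%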;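 further: mutant grown at 25 °C; 0% = DMSO wells with yeast and 100% = wells holding no yeast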
XBP1 UPR activ: adaptive UPR (XBP1) activation. CHO-XBP1 luciferase reporter, IRE1-XBP1 UPR activation, luminescence; percent of tunicamycin response, DMSO as zero. activation, % at 20 µM. 0.33% of 330,000 active;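 active means versus positive control, 20 µM dose yields 30% or more activation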;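 further: 100% = tunicamycin at 10 µg/mL and 0% = DMSO only wells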
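Material: CHO-XBP1 cells stably carrying IRE1-XBP1-driven luciferase reporter | Medium: F12 with 10% serum | Compound dosing: 20 µM single concentration, DMSO 1% | Incubation: Overnight seeding at 37 °C, 6 h compound treatment at 37 °C | Detection: Steady-Glo luminescence read | Read-out basis: % activation of reporter signal versus tunicamycin and DMSO controls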
Active calls of the source: *; · = no result given; & = joins results of further samples. Only part of the results is shown; rates above refer to the full screens.

SMILES	APJ antag	TIM10 inh	APJ agonist	UPR CHOP act	Mdm2 MdmX PPI	tim23-1 inh	CXCR6 block	tim10-1 inh	XBP1 UPR activ
CCOC(=O)c1cc(-c2ccccc2)sc1NC(=O)CSc1nnnn1C	-16	5	-3	2.8	28	-2	-4	13	6
COc1ccc(NC(=O)CSc2ccc(NC(C)=O)cc2)cc1S(=O)(=O)N1CCCCC1	6	2	-2	2.3	28	7	5	1	-1
Oc1ccc(-c2csc(-c3c[nH]c4ccccc34)n2)c(O)c1	-14	-15	-1	5.0	-29	36	-13	-21	9
CCCc1cc(=O)oc2cc(OCC(=O)Nc3cc(C)on3)ccc12	-3	-14	1	-0.9	12	5	2	5	-4
CC1(C)CC(=O)C=C(NCCc2ccccc2)C1	7	-2	2	0.1	-24	17	-7	10	-1
CCOc1ccc(N2CC(C(=O)Nc3ccc(N4CCOCC4)cc3)CC2=O)cc1 (stereo not given)	-13	-2	-4	0.5	8	4	-1	13	-8
C=CCNC(=O)NC(=O)COC(=O)C(C)Oc1ccc(Cl)cc1Cl (stereo not given)	5	2	-3	0.4	-35	8	2	0	1
COc1ccc(/C=C(\C#N)C(=O)Nc2ccccn2)cc1	-22	12	-1	7.9	-8	24	-4	-16	-2
S=c1[nH]nc(C2CCCCC2)n1/N=C/c1ccc(Br)s1	3	31	-2	-2.7	2	29	15	32	3
Cc1cc(C)nc(N(C#N)CCOc2ccccc2)n1	6	19	-2	-0.3	5	9	2	24	0
Cc1cc(N2CCCC2)ccc1NC(=O)COc1ccc(Cl)cc1	3	4	0	0.7	-1	30	-2	15	-5
Cc1ccc(NC(=O)CSc2nc3sc(C)cc3c(=O)n2C)cc1	3	-12	0	1.1	27	-9	0	-15	-3
O=C(COc1ccccc1Cl)N1CCN(c2ccc([N+](=O)[O-])c(N3CCOCC3)c2)CC1	-1	22	0	-1.1	-2	15	8	26	-4
CCOc1ccc(S(=O)(=O)N2CCC(C(=O)Nc3cc(S(C)(=O)=O)ccc3Cl)CC2)cc1	-9	0	-5	0.4	7	-17	0	-7	-2
COc1ccccc1C(=O)OCCN1CCOCC1	13	13	4	1.1	25	19	3	11	0
O=C(O)CN1CCCC1=Nc1ccccc1	11	2	1	0.3	-19	1	-9	5	3
COc1ccc(CCNC2CCN(C)CC2)cc1OC	3	5	-8	-0.7	25	2	3	3	2
O=c1[nH]c(SCc2ccccc2F)nc2ccccc12	19	6	2	0.0	10	-1	-2	17	-1
Cc1c(C)c2cc(Cl)c(O)c(CN3CCN(C)CC3)c2oc1=O	1	-4	7	0.1	12	-11	-10	6	-1
CC1CC(C)CN(C(=O)COC(=O)CCc2nc3ccccc3c(=O)[nH]2)C1 (stereo not given)	6	6	-3	0.4	11	10	-3	8	0
Cc1nc(-c2cccc(C(F)(F)F)c2)sc1C(=O)O	-9	22	-2	5.3	1	3	3	15	1
C=CCc1cc(Cl)ccc1OCCNCCN1CCOCC1	9	12	4	0.1	31	-20	-4	8	-2
CCc1ccc(OCC(=O)O/N=C(\N)Cc2ccc([N+](=O)[O-])cc2)cc1	11	60*	-2	-2.1	-11	47	-17	57*	2
COc1cc(OC)cc(C(=O)NCCSCc2ccco2)c1	13	-10	-1	-0.3	6	14	·	14	-1
CC(=O)OC1C([N+]2(C)CCCCC2)C[C@H]2C3CC[C@H]4C[C@H](OC(C)=O)C([N+]5(C)CCCCC5)CC4(C)[C@H]3CCC12C (stereo not given in full)	17	-3	-5	2.7	-2	12	-2	2	-5
COCc1[nH]nc2c1C1(CCSCC1)C(C#N)=C(N)O2	-14	0	-1	0.3	23	14	-2	9	-1
Cc1ccc(S(=O)(=O)N2CCC(C(=O)NCCCn3ccnc3)CC2)cc1	-13	-5	0	1.3	4	-7	1	-16	-1
COc1ccc2c(c1)CCc1c(C(=O)NCc3cccnc3)noc1-2	-7	0	-3	3.5	-51	-6	-1	-16	1
O=C1CCCc2ccccc2N1Cc1ccc(F)cc1	-3	-18	-2	-1.2	24	13	-4	-6	0
O=C(NC(=S)Nc1ccc(N2CCOCC2)cc1)c1cccc(Cl)c1	18	22	-6	-0.2	-25	46	22	41*	1
COc1ccc(-c2cc3ccccc3cn2)cc1	0	3	-3	0.9	-176	31	-13	7	-6
CCNc1nc(N)nc(-c2cc(Cl)ccc2O)n1	-13	50*	1	4.7	39	56*	-11	34	-1
CCOC(=O)C1=C(O)/C(=C\c2ccc(CNC(=O)C(=O)Nc3ccccc3)o2)N=C1C	20	-4	-1	-0.9	27	-12	-2	-25	-4
CC(C)=CCC/C(C)=C/CNC(=O)C[C@H]1C[C@H](C(=O)N2CCCCC2)[C@@]2(CCc3ccccc3)c3[nH]c4cc(-c5ccco5)ccc4c3CCN2C1=O	·	-7	·	4.5	26	33	2	15	-1
Cc1ccccc1OC(C)C(=O)NC1CCCC1 (stereo not given)	14	-6	-1	-1.8	10	9	10	8	-3
CCN(CC)CCCN(C(C)=O)c1nc(-c2cc(OC)ccc2OC)cs1	-12	9	0	0.4	-13	3	0	14	0
Cc1c(N=C/C=C2/N(C)c3ccccc3C2(C)C)c(=O)n(-c2ccccc2)n1C	10	11	-5	-0.2	-9	2	10&5	9	-2
Nc1ccccc1C(=O)N1O[C@@H]2C=C[C@H]1C2	·	-3	·	1.3	11	25	1	2	-1
CCn1c(SCC(=O)NNC(=S)Nc2ccccc2)nnc1-c1ccc(Cl)cc1	36	-3	-7	1.2	0	-3	9	29	-5
Fc1ccc(CN2CCN(c3ncnc4scc(-c5ccc(F)cc5)c34)CC2)cc1	5	26	5	6.3	3	54*	-3	50*	4
CCOc1ccccc1OCCCNCc1ccccc1	-5	-8	-1	2.5	-7	-2	-5	-4	-3
CCc1ccccc1NC(=O)CSc1nc2ccccc2nc1N1CCOCC1	9	-9	-4	-0.8	5	18	5	15	-3
Cc1ccc(CN2CC(C(=O)NNC(=O)Cn3ccc(C(F)(F)F)n3)CC2=O)cc1 (stereo not given)	25	8	-3	-1.0	9	9	0	1	0
O=C(CC1C(=O)NCCN1C(=O)Nc1ccc(F)cc1)Nc1cc(Cl)ccc1Cl (stereo not given)	1	8	1	-1.4	-1	2	-7	12	0
COc1ccc(-c2ccc(=O)n(CC(=O)Nc3cccc(O)c3)n2)cc1OC	3	-15	6	-0.2	55*	3	-4	8	1
O=C(Cc1ccccc1)NNC(=O)Cc1ccccc1	16	1	-3	0.3	-20	-4	-7	-2	1
Cn1c(SCC(=O)NC2CCCC2)nnc1-c1ccco1	14	-7	0	0.8	8	-13	-10	3	3
CCC(=O)[C@@]1(C)[C@H](C)C[C@H]2[C@@H]3CCC4=CC(=O)C=C[C@]4(C)[C@H]3[C@@H](O)C[C@@]21C	9	10	9	-2.0	19	16	2	26	-3
Cc1ccc(Nc2ccc3nonc3c2[N+](=O)[O-])cc1	2	14	-1	1.5	-9	7	-6	12	-1
C[C@@H](NC(=O)c1[nH]cnc1C(=O)Nc1ccccc1)c1ccccc1	15	2	-3	2.0	38	27	22	-27	-1
COc1cccc(CN2CCN(Cc3ccc(O)cc3)CC2CCO)c1 (stereo not given)	2	6	-3	-1.3	15	6	-9	6	-2
CN(C)/N=C/C=C1\CCC/C(=C\c2ccc(F)c(F)c2)C1=O	10	30	2	12	77*	46	17	46*	12
OCCN=Cc1c(O)[nH]c2ccccc12	14	-3	-2	-3.0	9	5	6	4	-3
C=CCN=c1sc(C(=O)OC)cc(=O)n1CC=C	30	3	4	-1.5	40	18	5	11	3
CCC1SC2=NC(C)=C(C(=O)OC)C(c3ccc(C(=O)OC)cc3)N2C1=O (stereo not given)	28	21	-5	0.8	15	2	3	21	-2
O=C(COC(=O)COc1cccc(F)c1)NCCC1=CCCCC1	-5	10	-2	-1.4	-6	10	7	6	1
FC(F)(F)c1cc(-c2ccccc2)nc(NCc2cccs2)n1	18	6	-3	1.3	36	3	-7	-1	-1
CC(=O)c1cccc(Nc2cc(C)nc3ccccc23)c1	15	5	-2	-1.1	-21	11	9	-15	-2
COc1ccc(OC)c(S(=O)(=O)Nc2cc(C(=O)O)ccc2N2CC3CC(C2)c2cccc(=O)n2C3)c1 (stereo not given)	-1	10	-3	0.5	3	-8	-6	6	-3
CCn1nc(C)c(CNC(=O)c2cc(COc3ccc(F)cc3Cl)on2)c1C	6	21	-2	-2.3	-17	11	-8	22	0
COc1ccc(/C(C)=N\NS(=O)(=O)c2ccccc2)cc1OC	0	9	-3	0.0	-1	11	0	-7	-2
Cc1nc(N2CCC(C)CC2)c2c(C)c(C(=O)O)sc2n1	-7	15	2	0.2	-23	13	-5	16	-2
CCC(=O)N/N=C(\C)CC(=O)Nc1ccc2c(c1)OCCO2	3	-3	1	-1.5	-3	27	0	5	-1

Assay outcomes from PubChem.
